S2 tox: viability counter-screen for ATXN expression inhibitors | hit rate 0.49% among 400,000 | Potency, µM (titrated, usually from 56.7 µM), most hits filed as cytotoxic | S2 cells (HEK-293 line with an ATXN2-luciferase reporter) viability, CellTiter-Fluor protease fluorescence, 24 h; note: potency is the fitted concentration of half-maximal effect; nearly all actives have a fitted effect of over 40% in size
HT1080NT lethal: kills 2HG-producing HT-1080-NT fibrosarcoma cells; AID 686970; Potency, µM (top dose mostly 46.1 µM), without a hit: top-dose activity, negative = less viability, most hits filed as cytotoxic; hit rate 1.6% among 360,000; HT-1080-NT fibrosarcoma viability, CellTiter-Glo ATP luminescence, 48 h;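 note: NT is the 2HG producing partner of a matched IDH1 knockdown line; potency is the fitted concentration of half-maximal effect; 0% = DMSO-treated cells and -100% = media-only wells without cells; nearly all actives have a fitted effect of over 55% in size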
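Compounds were tested in concentration-response format on HT-1080-NT cells for 48 hours at 37 degrees C. Cell viability came from CellTiter-Glo luminescence; curves were classified by r2, response magnitude and activity.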
SW480 rerep: inducers of DNA re-replication in SW480 colon cancer cells | SW480 DNA re-replication, Hoechst DNA content imaging, 48 h | Potency, µM (series often up to 46.1 µM), inactives show at the highest dose re-replication activation, usual class: activators | hit rate 1.8% among 340,000 | AID 624297; note: potency is the fitted concentration of half-maximal effect; % of control where 0% means no effect; nearly all actives have a fitted effect of over 55% in size
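Treated cells incubate 48 hr (37 C, 5% CO2), are stained 40 min with Hoechst, and nuclear fluorescence is enumerated; a rise in nuclei with high DNA signal marks re-replication.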
IL1B secr inh: inflammasome signaling inhibition, IL-1 beta readout; hit rate 4.7% among 360,000; THP-1 LPS/ATP IL-1B secretion, AlphaLISA, 16 h; stronger effect = lower value; activity change, % at 57.5 µM; in the data active = activity change below about -50%; inconclusive = mostly about -30% to -49%; note: % is set by controls: 0 for no effect and ±100 for the full control effect
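Secreted IL-1B measured by AlphaLISA bead assay after 16 h compound exposure of THP-1 cells; compounds (final up to 57.5 uM) added 1 h before LPS (250 ng/mL) and ATP (1.25 mM) stimulation; lower signal means less secretion.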
KB-V1 cytotox: KB-V1 MDR subline cytotoxicity; Potency, µM (series often up to 46.1 µM), inactives show top-dose activity change, negative = cytotoxicity, hits mostly cytotoxic; AID 1347076; hit rate 3.4% among 400,000; KB-V1 MDR cells viability, CellTiter-Glo, 72 h; note: potency is the fitted concentration of half-maximal effect; % is set by controls: 0 for no effect and ±100 for the full control effect; nearly all actives have a fitted effect of over 60% in size
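Readout: CellTiter-Glo luminescence, 10 min after addition. Cells: KB-V1 MDR subline, 72 h at 37 degrees C with compound. Analysis: corrected, normalized data fitted to concentration-effect curves.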
KB-3-1 cytotox: kills parental KB-3-1 adenocarcinoma cells. Potency, µM (top dose mostly 46.1 µM), without a hit: at the top dose activity change, negative = cytotoxic, most hits filed as cytotoxic. hit rate 1.4% among 400,000. KB-3-1 viability, CellTiter-Glo ATP luminescence, 72 h; note: potency is the fitted concentration of half-maximal effect; % is set by controls: 0 for no effect and ±100 for the full control effect; nearly all actives have a fitted effect of over 60% in size
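Using CellTiter-Glo luminescence, growth of non-resistant KB-3-1 adenocarcinoma cells is assessed 72 h after pin-tool compound addition at 37 °C. Normalized responses across the concentration series yield fitted curves.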
ATXN2 expr inh: inhibitors of ATXN2 expression. HEK-293 ATXN2-luciferase reporter, luminescence, 24 h. Potency, µM (top dose mostly 57 µM), without a hit: at the top dose activity change, negative = inhibition, most hits filed as inhibitors. hit rate 0.72% among 360,000; note: potency is the fitted concentration of half-maximal effect; % is set by controls: 0 for no effect and ±100 for the full control effect; nearly all actives have a fitted effect of over 55% in size
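qHTS (up to 57 uM final) was run with 24 h compound exposure of reporter cells at 37 °C. Each well was multiplexed: SteadyGlo luminescence measured ATXN2-luciferase expression after a fluorogenic Gly-Phe-AFC viability readout (25 uM final).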
HT1080 IDH1KD tx: kills HT-1080 cells with IDH1 knockdown | hit rate 2% among 360,000 | Potency, µM (highest dose often 46.1 µM), for the others: at the highest dose activity, negative = toxicity, hits mostly cytotoxic | HT-1080 IDH1 knockdown viability, ATP luminescence, 48 h;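 note: potency is the fitted concentration of half-maximal effect; 0% = DMSO wells and -100% = cell-free medium wells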
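HT-1080-IDH1KD cells (IDH1 knocked down), 750/well in RPMI with 5% FBS, treated with compound 48 h at 37 degrees C. Viability by CellTiter-Glo luminescence, normalised to DMSO and no-cell wells; concentration-response curves classed.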
MCF10A rereplic: DNA re-replication induction in MCF 10a cells. hit rate 2.9% among 350,000. Potency, µM (series often up to 46.1 µM), without a hit: top-dose activity, positive = re-replication, usual class: activators. AID 624296. MCF 10A DNA re-replication, Hoechst nuclear intensity, 48 h; note: potency is the fitted concentration of half-maximal effect; % of control where 0% means no effect; nearly all actives have a fitted effect of over 50% in size
* = called active by the depositor; [ ] = dose if it differs, or a comment. Unless noted, calls come from the whole dose curve; as a rule, active = well fitted curve in the direction sought with a large enough effect; inconclusive = small, poorly fitted or top-dose-only effect, or another doubt; inactive = no such curve, though single readings can be large; an effect the other way counts as inactive or inconclusive. Hits appear at their usual frequency; overall some 11% were active at least once.

O=C(CN1C(=O)NC2(CCc3ccccc32)C1=O)Nc1c(Cl)cccc1Cl (stereo unspecified) was read as S2 tox inactive, HT1080NT lethal 3.0%, SW480 rerep -1.3%, IL1B secr inh 14.0, KB-V1 cytotox 16.0%, KB-3-1 cytotox 4.0%, ATXN2 expr inh -19.0%, HT1080 IDH1KD tx 5.8% and MCF10A rereplic -6.8%.
For Cc1cc(C(=O)NNc2ccc(C(C)C)cc2)n(C(C)(C)C)n1 the results were S2 tox inactive, HT1080NT lethal -1.8%, SW480 rerep -10.9%, IL1B secr inh 25.3, KB-V1 cytotox inconclusive, KB-3-1 cytotox -6.5%, ATXN2 expr inh -6.2%, HT1080 IDH1KD tx -0.1% and MCF10A rereplic 29.6%.
Screening COc1cc(NC(=S)N2CCN(S(=O)(=O)c3ccc(F)cc3)CC2)cc(OC)c1 returned S2 tox inactive, HT1080NT lethal 2.3%, SW480 rerep -4.7%, IL1B secr inh inactive, KB-V1 cytotox -26.3%, KB-3-1 cytotox -0.3%, ATXN2 expr inh 0.3%, HT1080 IDH1KD tx -3.6% and MCF10A rereplic 8.0%.
S=c1[nH]nc(-c2ccc(Cl)cc2)n1Cc1ccccc1 was read as S2 tox inactive, HT1080NT lethal inconclusive, SW480 rerep -2.9%, IL1B secr inh 18.3, KB-V1 cytotox inconclusive, KB-3-1 cytotox -7.0%, ATXN2 expr inh -21.0%, HT1080 IDH1KD tx inconclusive and MCF10A rereplic -0.6%.
For COc1cc(N2C(=O)CSC23C(=O)N(C)c2ccccc23)cc(OC)c1OC (stereo unspecified) the results were S2 tox inactive, KB-V1 cytotox -12.4%, KB-3-1 cytotox 11.4% and ATXN2 expr inh 4.8%.
Cc1nnc(N2CCC(C(=O)NCc3cccc(Cl)c3)CC2)c2nn(-c3ccccc3)c(C)c12 was read as S2 tox inconclusive, KB-V1 cytotox -13.3%, KB-3-1 cytotox -21.4% and ATXN2 expr inh inconclusive.
`CCCCC(C(=O)N/N=C/c1ccccn1)C(=O)N/N=C/c1ccccn1` gave S2 tox inactive, HT1080NT lethal -0.1%, SW480 rerep -0.9%, KB-V1 cytotox -13.1%, KB-3-1 cytotox -6.6%, ATXN2 expr inh 4.3%, HT1080 IDH1KD tx 1.8% and MCF10A rereplic -12.3%.
O=C(COc1ccccc1)c1cn(CC(=O)N2CCOCC2)c2ccccc12 was read as S2 tox inactive, HT1080NT lethal 7.4%, SW480 rerep 0.6%[9.22 µM], IL1B secr inh -0.3, KB-V1 cytotox -11.2%, KB-3-1 cytotox 11.1%, ATXN2 expr inh 1.8%, HT1080 IDH1KD tx 9.7% and MCF10A rereplic 5.6%.
`COc1ccc(S(=O)(=O)NCC(=O)N(CC(=O)NCc2ccco2)Cc2ccccc2)cc1` gave S2 tox inactive, HT1080NT lethal -1.2%, SW480 rerep -2.2%, IL1B secr inh 0.7, KB-V1 cytotox 16.6%, KB-3-1 cytotox 0.5%, ATXN2 expr inh 6.4%, HT1080 IDH1KD tx 11.5% and MCF10A rereplic 4.5%.
Screening Cc1cc(C)nc(N2CCC(C(=O)O)CC2)n1 returned S2 tox inactive, HT1080NT lethal 1.7%, SW480 rerep -7.5%, IL1B secr inh 18.4, KB-V1 cytotox 11.6%, KB-3-1 cytotox 2.2%, ATXN2 expr inh -1.5%, HT1080 IDH1KD tx 8.8% and MCF10A rereplic 9.3%.
For COC(=O)C(Cc1ccccc1)NC(=O)CSc1nc(N)cc(=O)[nH]1 (stereo unspecified) the results were S2 tox inactive, HT1080NT lethal -2.1%, SW480 rerep 2.6%, IL1B secr inh 6.2, KB-V1 cytotox -6.2%, KB-3-1 cytotox -4.6%, ATXN2 expr inh 2.8%, HT1080 IDH1KD tx -5.0% and MCF10A rereplic 1.4%.
COc1ccc(N(CC(=O)Nc2cccnc2)S(=O)(=O)c2ccc(C)cc2)cc1Cl was read as S2 tox inactive, HT1080NT lethal -2.0%, SW480 rerep -4.3%, IL1B secr inh inconclusive, KB-V1 cytotox inconclusive, KB-3-1 cytotox 7.6%, ATXN2 expr inh 24.8%, HT1080 IDH1KD tx -22.0% and MCF10A rereplic -4.4%.
Screening Cc1noc(C)c1NC(=O)Nc1ccc2c(c1)C(=O)N([C@H](C)CO)C[C@H](C)[C@@H](CN(C)S(=O)(=O)c1ccc(Cl)cc1)OCCCC[C@@H](C)O2 returned S2 tox inactive, HT1080NT lethal -16.8%, IL1B secr inh -10.4, KB-V1 cytotox -0.3%, KB-3-1 cytotox -16.2%, ATXN2 expr inh -6.6% and HT1080 IDH1KD tx -1.5%.
`O=P(O)(CCc1ccncc1)CN1CCCCC1` gave S2 tox inactive, HT1080NT lethal inconclusive, SW480 rerep inconclusive, IL1B secr inh 1.0, KB-V1 cytotox 17.5%, KB-3-1 cytotox 4.2%, ATXN2 expr inh 15.0%, HT1080 IDH1KD tx 22.8% and MCF10A rereplic 5.8µM*.
Screening CCN1CCN(C(=O)c2ccc3c(Cl)c4c(nc3c2)CCCC4)CC1 returned S2 tox inactive, HT1080NT lethal -20.7%, SW480 rerep inconclusive, IL1B secr inh -78.3*, KB-V1 cytotox 0.0%, KB-3-1 cytotox 0.0%, ATXN2 expr inh 0.5%, HT1080 IDH1KD tx -10.3% and MCF10A rereplic inconclusive.
Screening COc1cccc(-n2c(N)c(-c3nc4ccccc4[nH]3)sc2=S)c1 returned S2 tox inactive, HT1080NT lethal 12.1%, SW480 rerep -1.7%, IL1B secr inh 6.8, KB-V1 cytotox -16.5%, KB-3-1 cytotox 0.3%, ATXN2 expr inh 5.6%, HT1080 IDH1KD tx 11.8% and MCF10A rereplic 1.6%.
CCSc1nnc(NC(=O)NC(CC)(C(F)(F)F)C(F)(F)F)s1 was read as S2 tox inconclusive, HT1080NT lethal 18.4µM*, SW480 rerep 21.4%, IL1B secr inh inconclusive, KB-V1 cytotox -15.3%, KB-3-1 cytotox inconclusive, ATXN2 expr inh inconclusive, HT1080 IDH1KD tx inconclusive and MCF10A rereplic inconclusive.
Cc1cc(Br)c2c(c1)C1(OCCO1)C(=O)N2 was read as S2 tox inactive, HT1080NT lethal 6.5%, SW480 rerep -9.0%, IL1B secr inh 6.0, KB-V1 cytotox 2.1%, KB-3-1 cytotox 3.4%, HT1080 IDH1KD tx 1.9% and MCF10A rereplic -3.9%.
Screening Cc1c(C(=O)Nc2ccccc2)cn2c(nc3ccccc32)c1C#N returned S2 tox inactive, HT1080NT lethal -7.7%, SW480 rerep inconclusive, IL1B secr inh -3.1, KB-V1 cytotox -31.1%, KB-3-1 cytotox 11.8%, ATXN2 expr inh -9.9%, HT1080 IDH1KD tx -24.6% and MCF10A rereplic inconclusive.
For CCOc1cc(C)nc(N2CCC(C(=O)NC3CC3)CC2)n1 the results were S2 tox inactive, HT1080NT lethal 12.1%, SW480 rerep -10.7%, IL1B secr inh 14.8, KB-V1 cytotox 0.0%, KB-3-1 cytotox 10.1%, ATXN2 expr inh -4.6%, HT1080 IDH1KD tx 8.3% and MCF10A rereplic 0.3%.
Screening CCOC(=O)C1(Cc2ccc(OC)cc2)CCN(C(=O)C2=CCCC2)CC1 returned S2 tox inactive, HT1080NT lethal 2.5%, SW480 rerep -0.4%, IL1B secr inh 39.8, KB-V1 cytotox inconclusive, KB-3-1 cytotox -1.9%, ATXN2 expr inh 3.3%, HT1080 IDH1KD tx -14.9% and MCF10A rereplic -2.1%.
`Cc1ccc(S(=O)(=O)/N=C2/C=C(C3C(=O)CC(C)(C)CC3=O)C(=O)c3ccccc32)cc1` gave S2 tox inactive, HT1080NT lethal -13.6%, SW480 rerep inconclusive, IL1B secr inh 25.5, KB-V1 cytotox 16.4µM*, KB-3-1 cytotox 3.6%, ATXN2 expr inh 17.4%, HT1080 IDH1KD tx inconclusive and MCF10A rereplic inconclusive.
`[O-][n+]1onc2c3ccnnc3ccc21` gave S2 tox inactive, HT1080NT lethal 16.3%, SW480 rerep -2.1%, IL1B secr inh -17.6, KB-V1 cytotox 3.4%, KB-3-1 cytotox 1.2%, ATXN2 expr inh -5.6%, HT1080 IDH1KD tx 13.9% and MCF10A rereplic -1.1%.
Cc1ccccc1CSCCNC(=O)CN(c1ccc2c(c1)OCO2)S(C)(=O)=O was read as S2 tox inactive, HT1080NT lethal inconclusive, SW480 rerep 2.6%, IL1B secr inh -5.5, KB-V1 cytotox inconclusive, KB-3-1 cytotox -5.1%, ATXN2 expr inh -12.4%, HT1080 IDH1KD tx -0.3% and MCF10A rereplic 11.5%.
`Cc1nn(-c2ccccc2)cc1/C=N/NC(=O)c1cccs1` gave S2 tox inactive, HT1080NT lethal 7.9%, SW480 rerep -20.1%, IL1B secr inh -22.5, KB-V1 cytotox -0.7%, KB-3-1 cytotox -1.1%, ATXN2 expr inh 12.0%, HT1080 IDH1KD tx 2.7% and MCF10A rereplic inconclusive.
Screening O=C(NCC1CCCO1)c1coc2nc3ccccc3nc12 (stereo unspecified) returned S2 tox inactive, HT1080NT lethal inconclusive, SW480 rerep 10.6%, IL1B secr inh 0.0, KB-V1 cytotox inconclusive, KB-3-1 cytotox -14.9%, ATXN2 expr inh 7.6%, HT1080 IDH1KD tx inconclusive and MCF10A rereplic 20.6µM*.
`COc1ccc(-n2nc3c(c2NC(=O)C2CC2)CS(=O)C3)cc1` (stereo unspecified) gave S2 tox inactive, HT1080NT lethal -0.9%, SW480 rerep -5.0%[9.22 µM], IL1B secr inh -4.2, KB-V1 cytotox 20.9%, KB-3-1 cytotox 4.9%, ATXN2 expr inh -1.4%, HT1080 IDH1KD tx 9.8% and MCF10A rereplic -1.0%.

Assay outcomes from PubChem BioAssay.
